TNF necrop inh = blocks TNF-alpha induced death of Jurkat FADD-/- cells | Jurkat FADD-/- TNF necroptosis rescue, ATP luminescence, 24 h; 0 = TNF only, 100 = no-TNF cells | activation (protection from cell death), % at 10 µM | 220,000 compounds, 0.068% hits | AID 463075;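 active means activation, meaning protection from cell death, of at least 50% relative to plate controls; inactive means activation below 50%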;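 further: necroptosis triggered by 40 ng/mL TNF-alpha added together with compound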
zVAD death inh = blocks zVAD induced death of L929 cells; L929 zVAD necroptosis rescue, ATP luminescence, 24 h; with zVAD 60 µM; viability rescue, % at 10 µM; 220,000 compounds, 0.38% hits; AID 1377;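 active means activation, scaled between plate controls, above about 75%, limit read from the data; inactive means activation under that limit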;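 further: 0% = zVAD with DMSO and 100% = DMSO alone without zVAD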
eIF4E-4G inh = inhibitors of eIF4E and eIF4G interaction in translation initiation. P63073+Q04637. TR-FRET eIF4E-eIF4GI(517-606) binding, 2 h. inhibition, % at 21.7 µM. 220,000 compounds, 0.37% hits. AID 782;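 active means inhibition above about 30%, limit read from the data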;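 further: 0% = full FRET control wells and 100% = background wells lacking eIF4GI fragment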
EBV gp42 inh = blocks Epstein-Barr virus glycoprotein 42 binding | Q1HVG2 | Fluorescence polarization binding assay, mP read-out | inhibition, % (tested at 21.74 µM) | 220,000 compounds, 0.42% hits; in the data active means inhibition above about 50%
Calpain2 inh = blocks pig calpain II enzyme activity; inhibition, % at 16 µM; purified calpain II, fluorogenic peptide substrate, 30 min; 220,000 compounds, 0.37% hits;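 active means inhibition above about 50%, limit read from the data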
Rad51 HR inh = Rad51 (human) homologous recombination inhibition; hRad51 DNA strand exchange, fluorescence dequenching; inhibition, % at 10 µM; AID 1385; 200,000 compounds, 0.085% hits;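 active means inhibition above 40% at the single screening dose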;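 further: 0% = DMSO control wells and 100% = blanks with heterologous ssDNA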
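Material: Human Rad51 nucleoprotein filaments preassembled on unlabelled ssDNA | Also added: Labelled 47-mer dsDNA for strand exchange | Dosing: Single dose, 10 µM final compound | Schedule: 30-min compound preincubation and 15-min exchange, both room temperature | Technique: Fluorescence dequenching at 485/520 nm | Measure: Percent inhibition relative to plate controls and blanks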
KCC2 mod = modulates chloride dependent transport by human KCC2 | Q9H2X9 | B-score of Tl+ flux slope (higher = more flux/activation; lower = inhibition) at 10 µM | KCC2 cells, thallium flux FluoZin-2 fluorescence | AID 1456 | 190,000 compounds, 2.2% hits;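 active means thallium flux slope and its plate-corrected score both differing from the plate sample mean at a set confidence after two filtering rounds, in either direction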;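 further: slope of fluorescence scaled to starting intensity during 10 to 20 s after thallium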
Target sequence (Q9H2X9 whole entry, looked up): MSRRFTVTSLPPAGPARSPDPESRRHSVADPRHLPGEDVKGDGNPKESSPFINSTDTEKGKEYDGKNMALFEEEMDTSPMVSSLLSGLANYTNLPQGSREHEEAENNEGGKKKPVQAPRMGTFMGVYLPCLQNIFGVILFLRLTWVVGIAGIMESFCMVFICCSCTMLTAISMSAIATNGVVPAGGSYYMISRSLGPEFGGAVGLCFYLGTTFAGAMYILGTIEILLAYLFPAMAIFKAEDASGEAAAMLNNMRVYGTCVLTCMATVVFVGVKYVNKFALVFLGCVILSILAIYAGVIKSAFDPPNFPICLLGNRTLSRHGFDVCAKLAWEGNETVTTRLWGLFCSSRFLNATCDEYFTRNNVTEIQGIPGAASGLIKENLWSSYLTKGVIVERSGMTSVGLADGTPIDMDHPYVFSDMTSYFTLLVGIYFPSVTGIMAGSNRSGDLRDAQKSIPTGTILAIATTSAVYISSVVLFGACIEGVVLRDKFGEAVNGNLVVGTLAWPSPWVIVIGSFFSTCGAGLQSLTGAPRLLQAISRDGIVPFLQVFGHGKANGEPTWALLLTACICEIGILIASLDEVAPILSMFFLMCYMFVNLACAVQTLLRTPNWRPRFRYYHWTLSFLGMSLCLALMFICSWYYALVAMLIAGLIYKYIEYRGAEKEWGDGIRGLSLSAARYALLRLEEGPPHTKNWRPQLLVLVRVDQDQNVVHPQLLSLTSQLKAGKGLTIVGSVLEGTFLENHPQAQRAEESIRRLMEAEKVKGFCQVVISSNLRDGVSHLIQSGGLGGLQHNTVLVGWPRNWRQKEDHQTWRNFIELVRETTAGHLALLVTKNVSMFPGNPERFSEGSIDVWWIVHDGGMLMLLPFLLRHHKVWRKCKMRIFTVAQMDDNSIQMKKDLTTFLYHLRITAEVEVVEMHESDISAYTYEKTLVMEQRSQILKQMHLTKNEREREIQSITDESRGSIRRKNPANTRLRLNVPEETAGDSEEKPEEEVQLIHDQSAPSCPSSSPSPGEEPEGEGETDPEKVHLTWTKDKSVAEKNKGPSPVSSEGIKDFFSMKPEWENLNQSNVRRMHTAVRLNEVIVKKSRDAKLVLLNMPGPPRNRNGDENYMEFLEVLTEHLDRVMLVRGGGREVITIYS
PERK inh = inhibitors of human PERK kinase | Q9NZJ5 | CHO PERK-DD fusion, SEAP luminescence translation reporter | inhibition, % at 5.6 µM | 220,000 compounds, 0.17% hits;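 active means inhibition above the mean inhibition of all tested compounds plus 3 SD, set separately per screening campaign, cut at about 2.9% in these data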;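 further: PERK kinase domain activated by AP20187 dimerizer at 100 nM; 0% = DMSO with dimerizer and 100% = rapamycin at 8.4 µM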
MDM2 E3 inh = inhibitors of human Mdm2 E3 ubiquitin ligase; Q00987; 210,000 compounds, 0.11% hits; signal enhancement, % at 5 µM; cell-based MDM2 ubiquitination luciferase reporter, 2 h; 0 = plate control, 100 = twice control, blank-subtracted;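 active means signal enhancement of 30% or more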;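 further: luminescence tracks abundance of the self-degrading MDM2-luciferase fusion protein; higher signal means inhibition of MDM2 E3 ligase activity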
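Material: stable MDM2–luciferase fusion reporter cells / Quantity: 2000 cells/well / Dosing: single 5 µM compound dose, 0.2% final DMSO / Buffer or medium: DMEM / Schedule: 4 h cell settling then 2 h compound exposure, 37 °C / Detection: luminescence with SteadyLite reagent, 15 min at room temperature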
The depositor's hits bear a star; · = no result given; [ ] = remark or other dose.

Sample of the layout (4 entries):
SMILES	TNF necrop inh	zVAD death inh	eIF4E-4G inh	EBV gp42 inh	Calpain2 inh	Rad51 HR inh	KCC2 mod	PERK inh	MDM2 E3 inh
COc1ccc(-c2cc(C(F)(F)F)nc(NCc3ccco3)n2)cc1OC	-1.4	2.5	-2	21	-36	14	·	-1.4	-10
Cc1cc2c(=O)n(CC(=O)N3CCN(c4ccccc4)CC3)cnc2s1	-0.8	0.0	-6[fluorescence artefact?]	-9	-21	-4	-0.22	-0.7	-4
CCn1cc(C(=O)O)c(=O)c2cc(F)c(N3CCN(C(=S)NC(=O)c4ccccc4C)CC3)cc21	1.6	-0.8	-11	-16	-71	18	-0.21	1.2	-1
COc1c(Cl)cc(Cl)cc1CNCCNCCO	0.1	0.4	2[fluorescence artefact?]	-8	4	6	1.7	0.3	-8

Results, from the first entry:
SMILES	TNF necrop inh	zVAD death inh	eIF4E-4G inh	EBV gp42 inh	Calpain2 inh	Rad51 HR inh	KCC2 mod	PERK inh	MDM2 E3 inh
COc1ccc(-c2cc(C(F)(F)F)nc(NCc3ccco3)n2)cc1OC	-1.4	2.5	-2	21	-36	14	·	-1.4	-10
Cc1cc2c(=O)n(CC(=O)N3CCN(c4ccccc4)CC3)cnc2s1	-0.8	0.0	-6[fluorescence artefact?]	-9	-21	-4	-0.22	-0.7	-4
CCn1cc(C(=O)O)c(=O)c2cc(F)c(N3CCN(C(=S)NC(=O)c4ccccc4C)CC3)cc21	1.6	-0.8	-11	-16	-71	18	-0.21	1.2	-1
COc1c(Cl)cc(Cl)cc1CNCCNCCO	0.1	0.4	2[fluorescence artefact?]	-8	4	6	1.7	0.3	-8
COc1ccc(NC(=O)C2CCC(C)(C(=O)O)C2(C)C)cc1 (stereo unspecified)	0.6	1.1	-2	-2	-2	7	0.74	2.4	2
CC1(C)Cc2c(C#N)c(N)n(-c3ccccc3)c(=O)c2CO1	3.1	2.1	4	-20	-2	-1	0.074	0.0	-2
Cc1sc(NC(=S)NC(=O)c2ccc(C(C)(C)C)cc2)c(C#N)c1C	6.3	0.4	5	-33	21	3	0.65	0.9	-16
Cc1ccc(NC(Cc2cc(C)no2)c2ccccc2)cc1 (stereo unspecified)	11	1.2	0[fluorescence artefact?]	-23	8	-6	-0.029	1.6	-22
COc1ccc(/C=C/C(=O)N2CCCC2)cc1OC	-0.8	3.3	0	-13	-79	30	0.91	0.7	-25
CCOC(=O)c1c(NC(=O)CN2CCCc3ccccc32)sc(C)c1CC	0.9	1.5	-3	-12	20	·	0.59	-0.1	·
Cc1ccc(-c2cc(C(=O)Nc3cnn(C45CC6CC(CC(C6)C4)C5)c3)no2)cc1	2.7	1.0	-17[fluorescence artefact?]	-3	-27	1	0.64	1.0	-7
Cc1nc(C)c(C(=O)Nc2ccccc2-c2ccccc2)o1	-0.4	-0.3	-2[fluorescence artefact?]	1	-54	1	·	0.3	3
CC(C)(C)c1cc2cccnc2n1Cc1cccc(Cl)c1	-0.8	-0.1	1	-7	-34	-1	·	-0.4	-4
Cc1ccc(CN2C(=O)S/C(=C\c3ccccc3OCC(=O)O)C2=O)cc1	1.7	9.3	3	-6	-47	0	-1.3	1.1	-2
NNC(=O)CS(=O)(=O)c1ccc(Cl)cc1	2.2	0.6	-2	6	2	14	1	1.2	-12
CCCNc1nc(Nc2ccc(C)cc2)nc(N2CCCC2)n1	-1.8	0.3	4	-7	40	2	-0.78	-1.9	-17
Cn1c(SCC(=O)NCCNC(=O)CSc2nnc(C(F)(F)F)n2C)nnc1C(F)(F)F	-0.2	-0.3	-2	-10	-2	-5	·	1.3	7
CCOC(=O)c1cc(CC)sc1NC(=O)COc1ccc2c(C)cc(=O)oc2c1	2.1	1.9	-1	-11	-192	·	-0.073	1.0	-8
Cc1ccc(N(C(C)C(=O)Nc2ccc(S(=O)(=O)N3CCOCC3)cc2)S(C)(=O)=O)cc1C (stereo unspecified)	0.0	-0.1	3	-3	-15	-7	0.0084	-0.5	0
C=CCc1cccc(CNc2nc3ccccc3n2CC)c1O	-1.7	0.1	-1[fluorescence artefact?]	-7	17	-4	-1.2	-0.1	1
COc1ccc(/C=N/N=C2/NC(=O)C(CC(=O)NC(N)=O)S2)cc1 (stereo unspecified)	0.9	-0.3	-1	-5	14	·	0.32	0.7	-11
CCOC(=O)C1CCN(C(=O)COc2ccc(S(=O)(=O)N3CCCC3)cc2C)CC1	1.0	2.4	-2	-3	-13	-13	0.0002	0.4	-5
Cc1ccc(O)c(-c2cc(-c3cccc(Br)c3)n[nH]2)c1	-9.2	3.9	5	-5	39	·	-0.94	1.0	-1
c1coc(CNc2ncnc3[nH]ncc23)c1	-1.7	0.8	2	-6	4	0	0.0004	0.3	-6
CCOc1ccccc1OCCOCCN1CC(C)OC(C)C1 (stereo unspecified)	-0.2	-0.2	9	-11	-8	-6	·	0.4	9
COc1ccc2nc(SCC(=O)N3CCCCCC3)c(C#N)cc2c1	-5.0	0.9	-8[fluorescence artefact?]	-17	-79	-4	·	-1.1	-10
O=C(CCc1nnc(Cc2ccc(-c3ccccc3)cc2)o1)N1CCCC1	-0.5	-0.4	4	-6	1	-28	-1.4	1.0	-1
NC(N)=NS(=O)(=O)c1ccc(NC(=S)NC(=O)c2ccc3c(c2)OCO3)cc1	0.4	1.2	-3	6	-1	0	1.4	0.5	-5
O=C(O)c1cccc(S(=O)(=O)N2CCCC2)c1	0.7	-0.2	4	3	10	-6	0.51	0.6	-8
CC(C)Sc1nc2ccccc2n1CC(N)=O	1.8	0.6	3	-15	-14	3	·	1.4	-12
c1ccc2c(N3CCCCC3)nc(N3CCCCC3)nc2c1	1.5	-0.5	6	-11	-9	·	·	0.5	11
O=C(CC(c1ccccc1)c1ccccc1)OCn1nnc2ccccc2c1=O	0.5	0.2	-9	-10	-24	5	-1.3	-0.1	-4
Cc1cc(NCCO)c2ccccc2n1	-0.4	0.2	1[fluorescence artefact?]	-6	6	·	0.63	-0.6	-31
CCc1c(C)nc2cc(C)[nH]n2c1=O	-1.6	0.1	3[fluorescence artefact?]	-3	-39	5	-1.4	-0.3	-30
CC(C)[C@H](NC(=O)Nc1ccc(S(N)(=O)=O)cc1)C(=O)O	-0.8	-0.1	1	5	15	-2	-0.12	1.4	-10
Cc1ccc(S(=O)(=O)c2c(C)nn(C(C)(C)C)c2OC(=O)c2cccs2)cc1	-1.7	-0.4	3	0	32	6	·	-0.1	-3
O=C(CCCN1C(=O)c2cccc3cccc(c23)C1=O)N1CCc2ccccc2C1	-1.0	-0.1	0	-8	17	-1	-4.1*	-0.6	-61
CCCC(=O)Nc1ccc(Sc2ccc([N+](=O)[O-])cc2)cc1	-3.2	0.4	-2	-21	58*	1	0.42	0.5	-11
CCCNNC(=O)C(O)(c1cccc(C)c1)c1cccc(C)c1	0.6	0.2	1	-8	-9	2	0.98	-0.2	-3
CC(=O)c1cccc(S(=O)(=O)N2CCN(c3nc4cc(C)cc(C)c4cc3C#N)CC2)c1	-1.3	0.2	-32	-13	-74	·	0.46	0.0	-15
CN(C)NC(=S)Nc1cccc(C(F)(F)F)c1	2.6	0.3	0	-13	-8	6	0.2	0.3	-9
COc1ccc(NC(=O)C2CCCN2C(=O)NC2CCCCC2)cc1OC (stereo unspecified)	0.1	3.5	6[fluorescence artefact?]	-10	-18	-8	0.5	-0.3	-22
COCCN=C1Sc2nc3c(C)cccc3cc2CN1Cc1ccco1	1.3	0.5	3	-6	-49	-3	-0.1	-0.3	-8
CCn1c(=O)c([N+](=O)[O-])c(N2CCOCC2)c2ccccc21	1.4	0.3	-2	5	24	0	0.32	0.0	-3
COc1cccc(-c2cc3c(=O)n(-c4ccccc4)c(=S)[nH]c3s2)c1	-4.2	0.1	-4	-12	5	-2	·	0.6	-9
Cc1ccc(/C=N/NC(=O)c2cc(C3CC3)nc3ccccc23)o1	-3.3	1.8	2[fluorescence artefact?]	7	-2	·	0.14	-0.3	2
CNCCC(Oc1ccc(C(F)(F)F)cc1)c1ccccc1 (stereo unspecified)	3.2	1.4	2	-7	-17	-1	-0.43	-0.5	·
CNc1sc(C(=O)c2ccc(F)cc2)c(N)c1-c1nc2ccccc2s1	-1.8	-0.7	-4	-13	-25	-10	9.9*	0.3	-15
Cn1nnnc1SCC(=O)NNC(=O)c1ccc(Cl)cc1	0.5	8.6	0	-11	-26	7	-0.25	0.1	-4
O=C(c1ccco1)N1CCN(C(=O)c2cccc3c2C(=O)N(C2CCCCC2)C3)CC1	4.0	·	6[fluorescence artefact?]	-12	-8	·	-1	0.0	-7
The results go on:
SMILES	TNF necrop inh	zVAD death inh	eIF4E-4G inh	EBV gp42 inh	Calpain2 inh	Rad51 HR inh	KCC2 mod	PERK inh	MDM2 E3 inh
Cc1ccc(S(=O)(=O)N(Cc2cc3ccccc3[nH]c2=O)c2cccc(C)c2)cc1	-11	1.8	-4	5	-12	2	0.75	1.0	3
COc1ccccc1Oc1nc(C)c(C(C)=O)cc1C#N	-1.0	-0.5	0	-6	24	2	0.55	0.0	-17
Cc1ccc(S(=O)(=O)N2CCN(c3ncnc4c3cnn4-c3ccccc3)CC2)cc1	-0.7	-0.1	·	-20	-15	-4	0.27	1.1	-11
c1ccc(Oc2nc(-c3ccccn3)nc3ccccc23)cc1	3.9	4.6	-2	-19	0	18	-2.1	-0.7	-8
COc1ccc(CCNC(=O)CN(c2ccccc2)S(C)(=O)=O)cc1	0.7	0.2	3	-3	27	-26	0.21	-0.9	3
Cc1ccccc1-n1nnnc1SCc1cc(=O)n2ccsc2n1	-1.4	-1.3	8	-2	-3	-5	-0.0099	0.6	-10
COc1ccc(C(=O)Nc2cccnc2Sc2ccc(Cl)cc2)cc1	0.5	-0.6	-3	-2	11	4	0.21	1.8	-4
CC(C)n1nnnc1SCC(=O)NCCc1ccccc1	-0.3	-0.1	2	-7	4	3	0.11	0.5	-23
NC(=O)N1CC(O)CC1C(=O)Nc1ccc(Cl)c(Cl)c1 (stereo unspecified)	-2.1	0.2	-14	-4	16	-6	1.3	0.0	-5
COc1ccc(S(=O)(=O)N(C)C)cc1NC(=O)CSc1ncccn1	0.9	-0.3	1	-9	17	-6	1.5	1.8	1
CC(C)C(=O)NS(=O)(=O)c1ccc(NS(C)(=O)=O)cc1	0.9	-0.7	1	-4	1	·	0.83	0.9	-7
CC(CN1CCN(C)CC1)OC(=O)c1ccccc1 (stereo unspecified)	-0.7	0.4	14[fluorescence artefact?]	-6	-15	-11	1.2	0.0	-10
CC(=O)NC1C(Oc2ccc(C=O)cc2)OC(COC(C)=O)C(OC(C)=O)C1OC(C)=O (stereo unspecified)	0.1	1.7	-1	-6	-16	4	1.3	-0.1	-31
CC(C(=O)O)N1C(=O)CSC1=S (stereo unspecified)	-1.3	-0.2	4[fluorescence artefact?]	-17	12	-7	0.71	1.1	-20
CSc1n[nH]c(=O)n1C1CCCCC1	0.2	1.3	-1	-2	-6	6	-0.23	1.1	-13
Cc1ccc(Cn2nc(C)c(NC(=O)CCCn3nc([N+](=O)[O-])c(Cl)c3C)c2C)cc1	-0.1	·	2	1	9	10	-0.47	-1.4	3
CCCS(=O)(=O)N1CCC(C(=O)NCCN2CCCC2)CC1	-0.1	0.3	4[fluorescence artefact?]	-7	-25	12	0.34	0.6	-3
Cc1ccc(C)c2[nH]c(=O)c(CCNS(=O)(=O)c3ccccc3)cc12	1.8	0.5	2	-3	-25	-7	1.1	-0.8	-9
